FadD28 binding – inhibitors of Mycobacterium tuberculosis FadD28 bisubstrate binding; AID 588549; inhibition, % at 12.5 µM; hit rate 0.22% among 360,000; FadD28 bisubstrate probe binding, fluorescence polarization; in the data active means inhibition above about 8.5%, passing the limit was not always enough; inconclusive means no clear call, values can overlap the other calls
BoNT-F LC inh – inhibitors of Botulinum neurotoxin F light chain protease; Multiplex microsphere protease cleavage assay, flow cytometry; AID 588497; inhibition, % at 10 µM; hit rate 0.22% among 360,000; in the data active means inhibition above about 35%, passing the limit was not always enough; inconclusive means no clear call, values can overlap the other calls; further: plate controls were buffer without enzyme for full effect and enzyme alone for no effect
PrPC TRFRET – cell surface PrPC inhibition, primary TR-FRET screen | TR-FRET read-out | inhibition, % at 13.8 µM | AID 720596 | hit rate 0.43% among 370,000; in the data active means inhibition above about 24%; further: 0% = median of the test wells and 100% = reference compound wells
FBA Mtb inh – inhibitors of M. tuberculosis fructose-bisphosphate aldolase. P9WQA3. inhibition, % at 1 µM. purified M. tuberculosis FBA, fluorescence read-out. hit rate 2.3% among 360,000. AID 588726; in the data active means inhibition above about 27%;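 further: 0% = vehicle and 100% = reference inhibitor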
Target sequence (P9WQA3 whole entry, looked up): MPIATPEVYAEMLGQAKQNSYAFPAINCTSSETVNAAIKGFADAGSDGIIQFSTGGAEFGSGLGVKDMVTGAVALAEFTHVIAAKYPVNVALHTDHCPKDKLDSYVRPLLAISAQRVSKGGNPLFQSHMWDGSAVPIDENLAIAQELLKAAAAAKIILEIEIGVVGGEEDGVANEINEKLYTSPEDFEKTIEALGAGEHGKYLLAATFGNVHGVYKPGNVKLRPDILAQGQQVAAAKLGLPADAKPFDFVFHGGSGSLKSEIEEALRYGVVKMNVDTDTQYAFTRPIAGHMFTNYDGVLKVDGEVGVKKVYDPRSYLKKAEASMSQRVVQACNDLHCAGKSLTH
BioA inh – blocks M. tuberculosis BioA enzyme activity | purified M. tuberculosis BioA enzyme, plate reader | inhibition, % at 9.99 µM | AID 602481 | hit rate 0.096% among 360,000; in the data active means inhibition above about 40%; inconclusive means no clear call, values can overlap the other calls
GDH-TPI inh – counter-screen for M. tuberculosis FBA inhibitors: GDH-TPI coupled enzymes. GDH-TPI coupled enzyme counterscreen, NADH absorbance. inhibition, % at 4.8 µM. hit rate 1.2% among 360,000. AID 588335; in the data active means inhibition above about 30%;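 further: 0% = DMSO wells and 100% = wells lacking the enzyme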
UGM FP inh – blocks M. tuberculosis UGM enzyme | P9WIQ1 | purified UGM, fluorescence polarization probe displacement | inhibition, % at 10 µM | hit rate 0.06% among 320,000 | AID 504406; in the data active means inhibition above about 10%, passing the limit was not always enough; inconclusive means no clear call, values can overlap the other calls
Target sequence (P9WIQ1 whole entry, looked up): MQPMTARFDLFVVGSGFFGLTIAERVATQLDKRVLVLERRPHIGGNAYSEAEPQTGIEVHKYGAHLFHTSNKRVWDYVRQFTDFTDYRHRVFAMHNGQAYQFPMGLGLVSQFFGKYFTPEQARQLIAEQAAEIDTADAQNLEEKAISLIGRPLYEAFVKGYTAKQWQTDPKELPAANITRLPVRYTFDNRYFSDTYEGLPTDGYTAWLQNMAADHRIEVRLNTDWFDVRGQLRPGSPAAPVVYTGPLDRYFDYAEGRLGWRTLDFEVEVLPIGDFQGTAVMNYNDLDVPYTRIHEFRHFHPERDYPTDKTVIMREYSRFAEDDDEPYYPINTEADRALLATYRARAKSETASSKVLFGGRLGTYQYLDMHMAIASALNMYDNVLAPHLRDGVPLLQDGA
Rv3671c protease – inhibits the M. tuberculosis serine protease Rv3671c. P9WHR9. inhibition, % at 5.96 µM. hit rate 0.048% among 320,000. AID 2606; in the data active means inhibition above about 38%;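 further: extracellular domain of Rv3671c used as enzyme; 0% = enzyme with DMSO and 100% = no enzyme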
MazF activator – increases E. coli MazEF RNase cleavage of RNA; FAM/BHQ RNA-DNA oligo cleavage fluorescence, 5 h; activation, % at 20 µM; hit rate 0.32% among 350,000; in the data active means activation above about 50%
Target sequence (P0AE70 whole entry, looked up): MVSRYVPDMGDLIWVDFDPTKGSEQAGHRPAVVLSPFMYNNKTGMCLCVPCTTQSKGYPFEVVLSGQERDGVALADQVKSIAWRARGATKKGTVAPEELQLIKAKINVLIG
An asterisk follows results filed as active; ? = inconclusive; nt = not tested or not shown; & = joins results of further samples.

SMILES,FadD28 binding,PrPC TRFRET,UGM FP inh,BioA inh,BoNT-F LC inh,GDH-TPI inh,FBA Mtb inh,Rv3671c protease,MazF activator
N=c1c(C(=O)NC2CCCCC2)cc2c(=O)n3ccccc3nc2n1Cc1cccnc1,-2.6,-21,1.2,-2.3,-2,9,107*,-11,19
COc1ccc(C(=O)NC2CCN(C(=S)Nc3ccc(C)cc3)CC2)cc1,1.4,7,0.0,nt,-4,0,9,4,3
CCOc1ccc(S(=O)(=O)NCCC(=O)NCCOc2ccccc2OC)cc1,-0.9,-3,nt,-3.2,1,4,6,0,-4
C=CCOC(=O)C1=C[C@@H](c2ccc3c(c2)OCO3)C[C@@H](OCCCCO)O1,-4.6,-3,-0.7,3.7&1.0,7,-2,-2,8,-31
CCOC(=O)C1CCN(c2c(Nc3ccc4c(c3)OCCO4)c(=O)c2=O)CC1,-2.3,-2,nt,8.1,-5,11,-1,8,3
O=c1cc(CN2CCOCC2)c2ccc(O)c(O)c2o1,-1.0,-5,-0.9,-0.3,5,4,-2,9,5
CN1CCN(C(=O)C2=C[C@H](C3CCCCC3)C[C@H](OCc3ccc(CO)cc3)O2)CC1,-1.3,-16,-1.7,0.2&-0.5,4,11,8,-5,10
COc1ccc(NC(C)=O)c([N+](=O)[O-])c1[N+](=O)[O-],-3.3,3,nt,nt,-4,4,-1,nt,6
CCCSc1nnc(CSc2nc3nc(C)cc(C)n3n2)o1,-3.5,-4,0.2,2.8,-10,7,-3,3,2
CCOc1ccc(C(=O)COC(=O)CNC(=O)C2CCCCC2)cc1,-2.5,-5,0.0,-0.6,21,-6,1,-14,5
NC(=O)c1ccccc1OCc1cccc2ccccc12,0.3,6,-0.4,3.2,14,6,1,-3,8
COc1c(C)cc(C(O)c2ncc(-c3ccccc3)[nH]2)cc1C (stereo not given),-2.4,4,nt,0.7,-8,3,5,nt,nt
S=c1[nH]ccn1-c1cccc(Cl)c1Cl,-2.0,-2,-3.0,nt,2,-3,4,-3,7
Cc1ccc([C@@H]2C3COCC=C3C(C#N)=C(N)C2(C#N)C#N)o1 (stereo not given in full),1.0,-5,nt,nt,0,7,5,9,14
O=C(O)c1ccccc1-c1ccccc1C(=O)Nc1cccc(Br)c1,-2.9,1,0.4,nt,1,-10,6,2,7

Following part:
SMILES,FadD28 binding,PrPC TRFRET,UGM FP inh,BioA inh,BoNT-F LC inh,GDH-TPI inh,FBA Mtb inh,Rv3671c protease,MazF activator
O=S(=O)(c1ccc(Cl)nc1)N1CCOCC1,0.1,-5,-0.7,0.1,-2,-3,2,-3,5
CCOc1ccccc1N1CCN(C(=O)c2c(Cl)cnn2C)CC1,-1.3,-4,-0.7,-1.1,-9,11,3,-3,2
N#CCCn1cc(C(=O)Nc2ccc(F)cc2)c(-c2ccc([N+](=O)[O-])cc2)n1,-1.3,-4,-2.7,nt,-4,3,2,-5,-2
O=c1cc(CSCc2ccc(Cl)cc2)[nH]c(=O)[nH]1,-1.8,3,2.5,nt,1,6,0,-7,5
CN(C)Cc1ccc(CNC(=O)c2ccc(Cl)c(S(=O)(=O)NC3CC3)c2)cc1,-0.6,10,3.2,-0.5,2,7,1,9,10
CCCOc1cccc(NC(=O)OC2CCN(C)CC2)c1,-2.0,-3,2.5,-1.8,3,3,2,-5,7
Cc1cc(C(=O)Nn2c(C)nc3ccccc3c2=O)ccc1[N+](=O)[O-],-2.4,-6,3.9,nt,-4,1,0,2,6
CCCC(=O)Nc1sc(C)c(-c2ccc(C(C)CC)cc2)c1C#N (stereo not given),-2.0,nt,-1.4,-1.3,0,-5,5,3,-1
Cc1cccc(C)c1NC(=O)CN1CCN(c2ccc(F)cc2)CC1,-0.7,-8,nt,5.9,3,nt,2,nt,nt
Cc1cccc(CC(=O)NCCN2CCCCC2)c1,2.1,3,2.4,2.4,-20,1,-1,5,-14
Cc1ccc(S(=O)(=O)Nc2ccccc2F)cc1C(=O)NNC(=O)c1ccccc1O,0.0,-8,5.5,2.9,0,5,-2,7,-3
COc1ccc(-n2c(=O)c3c4c(sc3n3c(=S)[nH]nc23)CCCC4)cc1,0.2,3,2.7,nt,-1,8,1,8,-6
CN(C)c1ccc(C=C2C(=O)NC(=O)NC2=O)cc1[N+](=O)[O-],-3.8,1,0.1,0.8,0,1,-8,-20,7
CCOc1cc(C(=O)N2CCC(CC3CC(c4ccccc4)=NO3)(C(=O)NCc3ccc(OC)cc3)CC2)cc(OCC)c1OCC (stereo not given),-2.9,-1,2.1,-0.9,-1,-2,-3,-9,-3
COc1cccc(-c2sc3ccc(OC)cc3c2-c2ccc(OCCN3CCCCC3)cc2)c1,-3.2,nt,nt,0.3,-5,1,1,nt,16

Some of these compounds in order of length of the SMILES, smallest number first:
SMILES,FadD28 binding,PrPC TRFRET,UGM FP inh,BioA inh,BoNT-F LC inh,GDH-TPI inh,FBA Mtb inh,Rv3671c protease,MazF activator
O=S(=O)(c1ccc(Cl)nc1)N1CCOCC1,0.1,-5,-0.7,0.1,-2,-3,2,-3,5
CCCOc1cccc(NC(=O)OC2CCN(C)CC2)c1,-2.0,-3,2.5,-1.8,3,3,2,-5,7
O=C(O)c1ccccc1-c1ccccc1C(=O)Nc1cccc(Br)c1,-2.9,1,0.4,nt,1,-10,6,2,7

Going on with the list:
SMILES,FadD28 binding,PrPC TRFRET,UGM FP inh,BioA inh,BoNT-F LC inh,GDH-TPI inh,FBA Mtb inh,Rv3671c protease,MazF activator
O=C1CC(c2ccc3ccccc3c2)NN1 (stereo not given),-2.9,4,-0.5,-1.2,-1,-4,-2,3,-2
CCOC(=O)c1cccc(Nc2nc(C)cc(C)n2)c1,0.8,2,-0.2,-4.6,-6,13,4,4,-3
Cc1ccc(SC(CC(=O)c2ccc(C(C)(C)C)cc2)C(=O)O)cc1 (stereo not given),-0.2,-2,2.3,nt,16,-3,4,5,-1
O=C1CN(S(=O)(=O)c2cccc(Cl)c2Cl)c2ccccc2N1,-3.5,6,-3.2,-1.2,-4,-4,-1,2,-2
Cc1cc2ccccn2c1C(=O)c1ccc(Cl)cc1,-0.1,0,-0.5,-0.8,0,2,1,-7,-14
Cc1c(C(=O)NC(C)c2ccc(-n3ccnc3)cc2)cccc1[N+](=O)[O-] (stereo not given),-2.2,-8,2.2,6.6,-3,-7,-1,6,3
CCOC(=O)C1=C(c2ccccc2)N=c2s/c(=C\c3cc(OC)c(OC)c(OC)c3)c(=O)n2C1c1cccs1 (stereo not given),-1.1,-4,0.5,-3.0,19,16,0,-21,-62
CCSc1nc2cc(S(=O)(=O)N3CCOCC3)ccc2o1,-0.8,-1,-3.9,0.0,7,3,0,1,-1
O=C(Nc1ccc(-c2csc(Nc3ccc(Cl)cc3)n2)cc1)c1cccc(C(F)(F)F)c1,nt,7,0.5,nt,nt,nt,nt,3,10
Cc1cccc2c3nc4ccccc4nc3n(C)c12,nt,5,1.2,-22,4,17,6,-13,165*
Cc1cc2nc(/C(C#N)=C\c3ccc(-c4ccccc4C(=O)O)o3)[nH]c2cc1C,1.1,6,-2.2,-7.0,nt,-14,-1,5,35
CC1CCCN(C(=O)CN2C(=O)c3ccccc3S2(=O)=O)C1 (stereo not given),-3.6,0,2.3,0.2,6,-2,1,-3,-2
Cc1cc(Cl)c2oc(C(=O)N(C)C(C)c3ccccn3)c(C)c2c1 (stereo not given),0.5,8,0.6,-2.1,6,-4,5,-11,-1
Cc1cc(OCC(=O)NCCCN(C)C)cc(C)c1Br,-3.0,0,-3.7,1.8,-7,-1,-2,-1,8
OC(COc1ccc(Br)cc1)Cn1ccnc1 (stereo not given),-1.3,-9,1.4,nt,?,-2,0,0,5

Remaining list, next part
SMILES,FadD28 binding,PrPC TRFRET,UGM FP inh,BioA inh,BoNT-F LC inh,GDH-TPI inh,FBA Mtb inh,Rv3671c protease,MazF activator
COc1ccc(C(=O)N(C)C2CCCCC2)cc1OC1CCN(C(C)C)CC1,-0.3,1,0.8,0.9,0,-2,-3,-2,-2
Clc1ccc(OCCSCc2nc3ccccc3[nH]2)cc1,-7.6,8,-0.4,-0.4,11,8,1,-5,1
CCOc1ccc(NC(=O)CSc2ccc3nnc(-c4cccnc4)n3n2)cc1,-0.2,7,-1.9,-0.5,10,5,-2,4,8
O=C(NCc1ccccn1)c1cnc2sccn2c1=O,-2.4,1,-0.1,5.9,-9,30,19,8,1
Cc1ccc(CSc2ccc(C(=O)N3CCOCC3)cc2[N+](=O)[O-])cc1,-5.1,0,-0.4,nt,-7,2,0,3,-13
NC(=O)CSC1=Nc2ccccc2C2=NC(c3ccccc3)C(=O)N12 (stereo not given),-1.7,1,3.3,nt,4,11,28*,4,13
CCCc1nc2c3ccccc3ccn2c1Cc1ccccc1,-7.8,3,nt,-1.5,1,nt,11,nt,nt
Cc1noc(/C=C/c2ccco2)c1S(=O)(=O)N1CCC(C(=O)NC(C)c2ccccc2)CC1 (stereo not given),-1.9,-4,0.1,-1.2,-12,17,7,-3,-2
O=C(Nc1ccc(Cl)cn1)c1ccc(Oc2ccccc2)cc1,-1.4,3,-6.6,2.6,15,2,1,9,-4
Cc1ccccc1NC(=O)C1CCCN1/C=C/C(=O)C(F)(F)F (stereo not given),0.7,1,-0.5,-0.5,0,25,-3,-3,9
Cc1cc(N2CCCC2=O)cc(C)c1S(=O)(=O)NCCOc1ccc(C(C)(C)C)cc1,-1.2,32*,-3.9,1.2,-10,8,-1,0,-1
O=C(CSc1ccc(-c2ccccn2)nn1)N1CCc2ccccc21,-2.3,3,2.1,nt,-4,-6,2,-5,9
O=c1[nH]c(-c2ccccc2)nc2sc(-c3ccccc3)cc12,-1.0,-9,-2.0,nt,2,3,6,0,2
O=C(CCS(=O)(=O)c1cc(Br)cc2c1N(C(=O)C1CC1)CC2)NCc1ccco1,-1.8,4,nt,1.2,?,-6,2,nt,3
CCOc1ccccc1NC(=O)CSc1nccn1-c1ccccc1,-1.1,6,-1.9,9.0,2,-14,3,2,-3

(cont.)
SMILES,FadD28 binding,PrPC TRFRET,UGM FP inh,BioA inh,BoNT-F LC inh,GDH-TPI inh,FBA Mtb inh,Rv3671c protease,MazF activator
Cc1nc(C)c(/C(O)=C\c2nc3ccc([N+](=O)[O-])cc3oc2=O)o1,1.6,-3,-0.9,1.5,nt,28,-8,1,-2
NC(=O)C1CCCN(C(=O)c2ccc(Cl)cc2)C1 (stereo not given),-0.6,-2,1.7,-0.6,-12,8,0,8,4
Cc1ccc(CNC(=O)c2ccc3c(=O)c(O)c(-c4ccc(C)cc4)[nH]c3c2)cc1,-1.5,-3,-0.1,0.3,-5,1,0,-8,17
CCn1c(/N=C/c2ccccc2O)nc2ccccc21,1.7,3,-2.8,-0.5,8,2,-1,4,-16
CCOC(=O)c1ccc(NC(=O)CSc2nnc(CNC(=O)c3ccco3)o2)cc1,0.0,-3,2.6,0.5,-2,-3,0,-6,-1

Screens deposited in PubChem BioAssay by several laboratories.
